# Bioassay records: PubChem, Small Molecule Screening Facility, UW Madison
# RMI FANCM FP: disruptors of RMI1/RMI2 association with MM2 peptide – biochemical, fluorescence polarization, human, primary screen; RMI core complex (RMI1/RMI2) binding to FANCM MM2 peptide, human; RMI core complex with F-MM2 peptide; active compounds read low; FP signal (polarization) at 33 µM; hit rate 0.58% among 70,000; AID 1159607, 2016; in the data active means FP signal below about 40; further: inactives centre near 61; strong numbers were not always called active; unit not given here
# Active calls of the source: *; & = joins results of further samples.
RMI FANCM FP	mol
53	Cc1cc(C(=O)n2cc(C)c(-c3cccs3)n2)c(C)o1
63	COc1coc(C(=O)N2CCN(c3ccccc3Cl)CC2)cc1=O
60	O=C(Nc1nc2c(Cl)c(Cl)ccc2s1)c1nc2ccccc2s1
66	CC(=O)N1CCN(c2ccnc3c2c(=O)n(CC(=O)c2ccc(Cl)cc2)c(=O)n3C)CC1
66	O=C(CSc1ccc(NC(=O)c2ccccc2F)nn1)NCc1ccc2c(c1)OCO2
70	Cc1ccc(-c2ccc(N3CCN(S(C)(=O)=O)CC3)nn2)c(C)c1
57	O=C1c2oc3ccc(Cl)cc3c(=O)c2C(c2ccccn2)N1CCN1CCOCC1 (stereo unspecified)
62	Cc1ccccc1Oc1ccc(S(=O)(=O)N2CC(C)OC(C)C2)cc1 (stereo unspecified)
-9	Cc1ccc2nc(-c3ccc(NC(=O)c4cc5cccnc5n(C)c4=O)cc3)sc2c1
58	CCN(CC)C(=O)N1CCN(c2ccc(Nc3ccnc4cc5ccccc5cc34)cc2)CC1
72	Cc1ccc(C(=O)NCCn2ncc3c(=O)n(Cc4ccccc4F)cnc32)cc1C
57	Cc1cc(C)nc(SCc2cc(=O)c(OC(=O)c3ccccc3C(F)(F)F)co2)n1
57	CCSc1ccccc1C(=O)NCc1nnnn1-c1ccc(C)cc1
62	O=[N+]([O-])c1ccc(COc2ccc(C3SCCS3)cc2[N+](=O)[O-])cc1
57	CCCCCCCCCCCCCCCCCCOCC(O)CO (stereo unspecified)
104	O=C(CCCSc1ccc(NC(=O)c2ccco2)nn1)Nc1nc2ccccc2s1
52	O=C(Nc1ccc2nsnc2c1)c1ccccc1N1CCOCC1
76	CCN(CC)CCN(C(=O)c1ccc(C(=O)OC)cc1)c1nc2c(Cl)cccc2s1
58	COc1ccc(OCC(O)CNS(=O)(=O)c2ccc(NC(C)=O)cc2)cc1 (stereo unspecified)
61	CCSc1nnc(C)c2cnn(-c3ccc(F)cc3)c12
55	Cn1[nH]c(C(F)(F)F)cc1=O
67	Nc1nnc(Cc2ccc(F)cc2)o1
56	O=S(=O)(NCCCc1ccccc1)c1cccc2cnccc12
63	O=S(=O)(Nc1[nH]ncc1Br)c1ccc(Cl)s1
79	O=C(NCC(c1ccsc1)N1CCCC1)c1ccc(Cl)c(Cl)c1 (stereo unspecified)
60	O=c1cc(CN2CCc3ccccc3C2)occ1OCc1ccc(F)cc1
56	O=C(NCCCSc1ccc(F)cc1)Nc1nccs1
78	CCc1ccc(C(=O)NCC2CCN(Cc3cccs3)CC2)cc1
58	CC(C)(C)CC(C)(C)NC(=O)Nc1ccc(F)cc1
64	FC(F)(F)c1ccc(-c2nnc(-c3ccccn3)c(-c3ccccn3)n2)nc1
65	O=C(Nc1cccc(-c2nc3ccccc3o2)c1)c1ccc(-c2nc3ccccc3s2)s1
85	O=C(NCC1CCN(C2CCCC2)CC1)C(=O)Nc1ccc(F)c(Cl)c1
62	O=[N+]([O-])c1cc(C(F)(F)F)cc([N+](=O)[O-])c1NCCCn1ccnc1
62	Cc1cc(=O)[nH]c(SCC(=O)N2CCCc3ccccc32)n1
47	CCOc1ccc(C2C3=C(CC(C)(C)CC3=O)OC3=C2C(=O)CC(C)(C)C3)cc1
61	O=C(Cc1ccc(Cl)cc1)N1CCN(c2ccc3nnc(-c4ccco4)n3n2)CC1
61	N#Cc1c(N=Cc2ccccc2Br)oc(-c2ccccc2)c1-c1ccccc1
77	CCOC(=O)c1c(NC(=O)CCS(=O)(=O)c2ccc(Cl)cc2)sc2c1CCCCC2
67	Cc1ccccc1CSc1nc2c(sc(=S)n2-c2ccccc2)c(=O)n1C
64	Cc1n[nH]c(=S)n(/N=C/c2cccs2)c1=O
74	COCC(=O)N1CCCc2ccc(NS(=O)(=O)CC(C)C)cc21
55	NC(=S)NN=C1C2CC3CC(C2)CC1C3
61	CC(=O)NC1=NN(C(C)=O)C2(S1)C(=O)N(CC(C)C)c1ccc(Br)cc12 (stereo unspecified)
61	C(=N/Nc1nc2ccccc2s1)/c1ccco1
50	O=C1c2cc(S(=O)(=O)NCc3ccccc3)ccc2-c2ccc(S(=O)(=O)NCc3ccccc3)cc21
65	COC(=O)c1ccc(NC(=O)Cn2nc(C)c3cnn(C(C)(C)C)c3c2=O)cc1
66	CC(C)(O)c1nc2ccccc2n1CC1CC1(Cl)Cl (stereo unspecified)
70	Cc1cc(C)c(S(=O)(=O)Nc2nc3ccccc3[nH]2)c(C)c1
81	CC(C)(C)c1ccc(-c2noc(CSc3n[nH]c(=O)n3-c3cccnc3)n2)cc1
59	CCOC(=O)C1CCN(S(=O)(=O)c2cn(C)cn2)CC1
60&53	CSC(SC)=C(C#N)c1ccccn1
62	O=C(O)c1cc(O)ccc1O
58	CC(=O)Nc1ccc(S(=O)(=O)N2CCN(CC(=O)N3CCOCC3)CC2)cc1
57	COc1cc(C(=O)OC(Cc2ccccc2)C(F)(F)F)cc(OC)c1OC (stereo unspecified)
56	COc1ccc(NC(NC(=O)c2ccc(OC)cc2)(C(F)(F)F)C(F)(F)F)cc1
78	Cc1ccc2cc(CCNC(=S)Nc3ccc(C(F)(F)F)cc3)c(=O)[nH]c2c1
48	O=C(O)c1nccnc1C(=O)N1CCC(O)CC1
54	Cc1nc2ccccc2c(=O)n1-c1cccc(NC(=O)CC(C)(C)C)c1
66	Cc1cc(NC(=O)c2ccc(S(=O)(=O)N(CC(C)C)CC(C)C)cc2)n(C)n1
58	COc1ccc(CN(CCN(C)C)c2ncccn2)cc1

# (listing goes on)
RMI FANCM FP	mol
63	CCOC(=O)c1csc(Cn2nc(C)c(Br)c2C)n1
58	Cc1ccccc1Cn1c(CN2CCN(c3cccc(Cl)c3)CC2)nc2c1c(=O)[nH]c(=O)n2C
62	Cc1ccccc1C(=O)Oc1ccccc1/C=N\n1c(=O)c(C(C)(C)C)nn2cnnc12
54	COc1ccc(/C=C(\C#N)C(=O)Nc2nccs2)cc1
64	COc1ccc(S(=O)(=O)NCCOc2cc(C)cc(C)c2)cc1F
59	CCCOc1c(C)cc(COCP(=O)(c2ccccc2)c2ccccc2)cc1CC(Cc1cc(COCP(=O)(c2ccccc2)c2ccccc2)cc(C)c1OCCC)(Cc1cc(COCP(=O)(c2ccccc2)c2ccccc2)cc(C)c1OCCC)Cc1cc(COCP(=O)(c2ccccc2)c2ccccc2)cc(C)c1OCCC
51	O=C(O)CCSc1cccc2ccccc12
56	COc1ccc(S(=O)(=O)NCCn2nc(-c3ccccc3)ccc2=O)cc1F
64	COC(=O)Nc1cc(OC)cc(C(F)(F)F)c1
88	COc1ccc(-c2csc(Cc3nc(-c4ccc(Cl)cc4)cs3)n2)cc1
56&55	O=C(NCc1ccco1)NC1CCCCC1
68	CCNc1nn(CC(=O)Nc2ccccc2OC)c(N)c1-c1nc(-c2ccccc2C)no1
54	COc1ccc(Cl)cc1C(=O)Nn1cnc2c(cnn2-c2ccccc2)c1=O
54	O=C(Nc1ccc(-c2ccc(N3CCCCCC3)nn2)cc1)c1cccs1
56&54	COc1cc(NS(=O)(=O)c2cccc(C(F)(F)F)c2)c(OC)cc1Cl
71	COc1ccc(OC)c2[nH]c(=O)c(CCNC(=S)Nc3cccc(Br)c3)cc12
53	COCCCn1c(-c2csc(C)n2)n[nH]c1=S
51	COc1ccc(-n2ncc(C(=O)N3CCN(C)CC3)c2C)cc1
56	O=S(=O)(c1cc(C(F)(F)F)cc(C(F)(F)F)c1)n1cc2c(n1)CCOC2
64	Cc1ccc(C23CC4CC(CC(CC(=O)N5CCOCC5)(C4)C2)C3)cc1

# Some of these compounds in order of their number in RMI FANCM FP, falling.
RMI FANCM FP	mol
54	COc1ccc(/C=C(\C#N)C(=O)Nc2nccs2)cc1
53	COCCCn1c(-c2csc(C)n2)n[nH]c1=S
51	O=C(O)CCSc1cccc2ccccc12

# Going on with the list.
RMI FANCM FP	mol
77	Cc1cc(NC(=O)C(=O)NCCN2CCN(c3ccccc3F)CC2)c2ccccc2n1
65	O=C(COc1ccc(Cl)cc1Cl)Nc1nc(-c2cccs2)cs1
82	COC(=O)c1ccc2c(=O)n(CC3CCN(Cc4ccccc4F)CC3)c(=S)[nH]c2c1
58	Oc1ccccc1OCCCCCOc1ccccc1O
61	Cc1[nH]c(=O)n(C)c(=O)c1CCc1nnc(SCC(=O)Nc2cccc(Cl)c2)o1
90	O=C(Cc1csc(SCc2ccc(F)cc2)n1)Nc1ccc(Cl)cc1
60	Cc1ccc(C)n1CCN1CCN(S(=O)(=O)Cc2ccc(Cl)cc2)CC1
67	O=c1c(=O)n(-c2ccc3c(c2)OCO3)ccn1Cc1ccc(Cl)cc1
57	COc1cn(CC(=O)NCc2ccccc2Cl)c(CN2CCN(C(=O)c3ccco3)CC2)cc1=O
54	CCOC(=O)C(=O)Nc1c(C(N)=O)oc2ccccc12
64	COc1ccc(N2CCN(CCNC(=O)C(=O)NCCN3CCOCC3)CC2)cc1
68	CCCOc1ccc(S(=O)(=O)Nc2ccc3c(c2)CC(=O)N3)cc1C
58	CCOC(=O)c1c(N=c2oc3c(OC)cccc3cc2C(=O)Nc2ccc(C)cc2)sc2c1CCCC2
65	O=C1CCc2cc(NS(=O)(=O)CBr)ccc2N1
59	CCOc1ccc(C(=O)Nc2sc3c(c2C(N)=O)CCCC3)cc1
98	CCn1nc(C)cc1C(=O)N=c1sc2cc(F)ccc2n1C
55	O=C(CSc1ccccc1)Nc1nccs1
73	Ic1ccc(Cn2c(-c3ccc(I)o3)nc3ccccc32)o1
66	O=C(Nc1ccc(SCc2cccnc2)nn1)C1CC1
67	COc1cccc(C(=O)NCCCn2nc(-c3cccs3)ccc2=O)c1OC
55	O=C(Nc1cccc(F)c1)c1cn(CC2CCCO2)cc2c(=O)n(-c3ccccc3)nc1-2 (stereo unspecified)
49	COC(=O)c1ccccc1NC(=O)/C(C#N)=C/c1ccc(-c2ccc(Cl)cc2)o1
56	O=C(CSc1nnc(-c2ccncc2)o1)N1CCCCCC1
52	Cc1cccc(NC(=O)NCC(c2ccc(F)cc2)N2CCOCC2)c1 (stereo unspecified)
62	O=C(Cc1nc2ccccc2[nH]1)N/N=C\c1ccc(Br)cc1
61	O=C(CC1S/C(=N/N=C\c2c[nH]c3ccccc23)NC1=O)c1ccccc1 (stereo unspecified)
53	COc1ccc(SCCCC(=O)NCc2ccccc2)cc1
53	CC1=C(C(=O)O)N2C(=O)[C@@H](NC(=O)C(N)C3=CCC=CC3)[C@H]2SC1 (stereo partly specified)
65	O=C(Nc1ccc2c(c1)OCCO2)c1csc(-c2cccc3c2CCO3)n1
75	Cc1cc(Cl)ccc1Nc1nc(NCCc2ccccc2)nc2nccnc12
54	CCCc1c(OCCCOc2ccc(OCC(=O)O)cc2)ccc(C(C)=O)c1O
66	COC(=O)Nc1ccc2c(c1)CC(=O)N2C
57	COc1cc(NS(=O)(=O)c2ccc(NC(=O)c3cccc(C(F)(F)F)c3)cc2)nc(OC)n1
53	CC(=O)Oc1cccc([N+](=O)[O-])c1
62	CCS(=O)(=O)N1CCc2ccc(NS(=O)(=O)Cc3ccccc3F)cc2C1
61	CCOc1ccccc1NC(=O)CCn1cnc2c(cnn2-c2ccccc2)c1=O
72	COc1cccc(-c2nc(SCCN3CCCCC3)c3c(=O)n(C)c(=O)n(C)c3n2)c1
-1*	O=C1C([N+](=O)[O-])=C(O)c2cccc3cccc1c23
66	COC(=O)c1c(NC(=O)c2ccn(C)n2)sc2c1CCCC2
60	CC(C)c1ccc(OCC(=O)Nc2ccc(N3CCOCC3)cc2)cc1

# Shown comma-delimited: entries from further up
Molecule,RMI FANCM FP
O=c1cc(CN2CCc3ccccc3C2)occ1OCc1ccc(F)cc1,60
O=C(NCCCSc1ccc(F)cc1)Nc1nccs1,56
CCc1ccc(C(=O)NCC2CCN(Cc3cccs3)CC2)cc1,78
CC(C)(C)CC(C)(C)NC(=O)Nc1ccc(F)cc1,58
FC(F)(F)c1ccc(-c2nnc(-c3ccccn3)c(-c3ccccn3)n2)nc1,64
O=C(Nc1cccc(-c2nc3ccccc3o2)c1)c1ccc(-c2nc3ccccc3s2)s1,65
O=C(NCC1CCN(C2CCCC2)CC1)C(=O)Nc1ccc(F)c(Cl)c1,85

# (cont.)
RMI FANCM FP	mol
73	CCCc1nnc(NC(=O)CSc2ccc(NC(=O)C(C)C)nn2)s1
60	COc1cc(NS(=O)(=O)c2ccc(NC(=O)c3ccc(S(=O)(=O)N4CCOCC4)cc3)cc2)ncn1
62	Cc1n[nH]c(C)c1N=Nc1ccc(F)cc1F
54	O=C(Nc1ccc(C(F)(F)F)cn1)Nc1cccs1
67	Cc1cc(C)cc(NC(=O)C(=O)NCC(c2ccc(N(C)C)cc2)N2CCN(C)CC2)c1 (stereo unspecified)
63	Cn1c(SCC(=O)Nc2nccs2)nnc1-c1ccc(=O)n(C)c1
54	CCN(CC)c1ccc(NC(=O)Cc2csc(NC(=O)c3ccc(Cl)cc3)n2)c(C)c1
69	COc1ccc(C)c2sc(=NC(=O)Cc3cccc4ccccc34)n(C)c12
64	O=C(NCCN1CCN(c2ccc(F)cc2)CC1)c1cccs1
53	CN(C)CC1=C(Cl)c2ccccc2S1(=O)=O
54	O=S(=O)(NCc1ccc(Cl)cc1)c1ccc2c(c1)OCCCO2
56	O=C(Cc1ccc(F)cc1)N1CCN(c2ccc(-c3ccco3)nn2)CC1
75	Cc1nnc(NC(=O)CCc2csc(NC(=O)Nc3ccccc3)n2)s1
56	Cc1cc(C(=O)Nc2sccc2C(N)=O)no1
59	CCN(CC)S(=O)(=O)c1ccc(C(=O)Nc2nnc(C3COc4ccccc4O3)o2)cc1 (stereo unspecified)
59	Cc1ccc2cccc(N=Cc3c(C)[nH]n(-c4ccccc4)c3=O)c2n1
64	CCOC(=O)c1ccc2nc(NC(=O)c3ccccc3I)sc2c1

# Rewritten with each value named: entries from further up
O=C(CSc1ccc(NC(=O)c2ccccc2F)nn1)NCc1ccc2c(c1)OCO2
  RMI FANCM FP = 66

Cc1ccc(-c2ccc(N3CCN(S(C)(=O)=O)CC3)nn2)c(C)c1
  RMI FANCM FP = 70

# This is a subset; count on the stated rates, not on these rows.
